M18AAP inhibitor: PfM18AAP inhibitors, malaria aminopeptidase, primary screen, biochemical, QFRET, recombinant enzyme. M18 aspartyl aminopeptidase (Plasmodium falciparum 3D7). H-Glu-NHMec fluorogenic cleavage. inhibition, % at 7.35 µM. 290,000 compounds, 1.2% hits. AID 1822, 2009;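 active = inhibition above the campaign mean inhibition over all tested compounds plus 3 SD, cut at about 28% in these data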;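 note: 0% = plate median of test compound wells and 100% = 2 mM ZnCl2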
GPR7 antagonist: GPR7 receptor antagonists, primary screen, cell-based, fluorescence, single concentration; GPR7-expressing cells, fluorescence antagonist assay; 290,000 compounds, 1.1% hits; inhibition, % at 4.4 µM; in the data active = inhibition above about 16%, passing the limit was not always enough;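 note: cells stimulated with the agonist NPW; 0% = agonist with vehicle and 100% = vehicle without agonist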
MEKK2 WT-MEK5: modulators of MEK5 binding to wildtype MEKK2, primary screen, biochemical, multiplex bead flow cytometry, Alexa488-MEK5. Mitogen-activated protein kinase kinase kinase 2 (Homo sapiens), Q9Y2U5. 290,000 compounds, 1.1% hits. binding response (% of control), % at 10 µM. Alexa488-MEK5 binding to MEKK2 WT; actives lie on both sides; in the data active = binding response below about 67% or above about 130%
MEKK2mut PB1 HTS: MEK5 binding signal on mutant MEKK2 PB1, primary screen, biochemical, multiplex bead flow cytometry, Alexa488-MEK5; percent response, % at 10 µM; Alexa488-MEK5 binding to MEKK2 mutant; 290,000 compounds, 0.35% hits; in the data active = percent response above about 24%, passing the limit was not always enough; note: inactives centre near 1; some results filed as inactive read as strong as hits
V1R ag counter: agonists of human V1a receptor, primary screen, counter-screen for OXTR agonist project, fluorescence, CHO-V1R cells. Vasopressin V1a receptor (Homo sapiens), P37288. 320,000 compounds, 0.25% hits. activation, % at 3 µM. Fluo-8 calcium fluorescence, agonist mode; 0% DMSO, 100% 3 nM vasopressin;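 active = activation above the mean activation of all tested compounds plus 3 SD, per screening run, cut at about 20% in these data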;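 note: signal is peak over basal fluorescence ratio across a 100 second FLIPR read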
Target sequence (P37288 whole entry, looked up): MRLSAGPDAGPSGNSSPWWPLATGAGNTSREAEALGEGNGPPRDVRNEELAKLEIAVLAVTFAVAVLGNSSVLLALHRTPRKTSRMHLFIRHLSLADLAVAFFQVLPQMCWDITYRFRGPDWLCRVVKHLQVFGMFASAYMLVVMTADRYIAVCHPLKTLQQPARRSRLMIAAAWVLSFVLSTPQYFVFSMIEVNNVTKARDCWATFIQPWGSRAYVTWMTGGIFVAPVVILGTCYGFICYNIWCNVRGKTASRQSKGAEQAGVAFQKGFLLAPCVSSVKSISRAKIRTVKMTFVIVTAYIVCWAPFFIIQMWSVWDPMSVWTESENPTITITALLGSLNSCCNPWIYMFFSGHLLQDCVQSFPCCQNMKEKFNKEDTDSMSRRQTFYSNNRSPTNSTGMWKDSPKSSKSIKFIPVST
GalR3 antag: GalR3 antagonists in HEK293 cells, primary screen, cell-based, fluorescence readout. Galanin receptor type 3 (Homo sapiens), O60755. HEK293 GalR3-CNG cAMP membrane potential fluorescence; galR3 body fused to GalR1 C-terminus. inhibition, % at 3 µM. 360,000 compounds, 0.44% hits;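 active = inhibition above the screen-wide average plus 3 SD, cut at about 13% in these data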;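 note: forskolin and galanin both at EC90 stimulate the cells; cAMP rise reported by CNG channel membrane potential dye signal; 0% = forskolin plus galanin with DMSO and 100% = forskolin alone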
OXTR potentiate: human OXTR potentiators, primary screen, fluorescence, CHO-OTR cells, Fluo-8 calcium; Oxytocin receptor (Homo sapiens), P30559; Fluo-8 calcium fluorescence, potentiator mode; 0% = oxytocin EC15, 100% = EC100; activation, % at 3 µM; 320,000 compounds, 0.061% hits;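 active = activation above that plate's cutoff, the mean activation of tested compounds plus 3 SD, cut at about 6.6% in these data, passing the limit was not always enough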;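 note: 100% uses oxytocin at 75 nM as the full agonist control; some results filed as inactive read as strong as hits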
Target sequence (P30559 whole entry, looked up): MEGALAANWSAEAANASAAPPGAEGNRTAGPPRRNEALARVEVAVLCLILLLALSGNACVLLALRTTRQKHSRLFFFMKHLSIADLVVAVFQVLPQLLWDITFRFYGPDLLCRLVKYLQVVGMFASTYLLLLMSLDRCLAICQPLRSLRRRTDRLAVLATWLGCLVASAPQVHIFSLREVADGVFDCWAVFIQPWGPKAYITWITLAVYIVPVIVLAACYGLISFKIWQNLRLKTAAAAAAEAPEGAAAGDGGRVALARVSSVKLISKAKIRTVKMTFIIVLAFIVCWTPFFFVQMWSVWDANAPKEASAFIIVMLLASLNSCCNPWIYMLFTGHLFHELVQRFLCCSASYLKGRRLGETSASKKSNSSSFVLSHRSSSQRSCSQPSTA
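Assay system: CHO cell line stably expressing human OTR | Also added: Oxytocin at about EC15, sub-maximal agonist stimulus | Times: Compound 6 min at room temperature before oxytocin, 100 s read | Measured by: Fluo-8 intracellular calcium fluorescence, ex 470-495, em 515-575 nm | Controls: EC15 oxytocin alone as 0%, 75 nM oxytocin as 100%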
OXTR ag: human OXTR agonists, primary screen, fluorescence, CHO-OTR cells, Fluo-8 calcium. Oxytocin receptor (Homo sapiens), P30559. Fluo-8 calcium fluorescence; normalized: DMSO 0%, oxytocin 100%. activation, % at 3 µM. 320,000 compounds, 0.32% hits. AID 2435, 2010;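 active = activation above the mean of all tested compounds plus 3 SD, cutoff set per screening run, cut at about 20% in these data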;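 note: peak over basal fluorescence ratio from a 100 s FLIPR kinetic read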
NALP1 yeast inh: NALP1 inflammasome inhibitors in reconstituted yeast, colorimetric, S. cerevisiae, triplicate retest. S. cerevisiae NALP1/ASC/caspase-1 growth, X-gal OD620, 72 h. inhibition, % at 10 µM. 280,000 compounds, 0.61% hits. AID 2071, 2009; in the data active = inhibition mostly above about 24%, no sharp cut-off; inactive = mostly below about 32%; note: some compounds called inactive have numbers as strong as hits
* marks the source's active call; other numbers are inactive results; . = not tested or not shown.

cpd	Compound	M18AAP inhibitor	GPR7 antagonist	MEKK2 WT-MEK5	MEKK2mut PB1 HTS	V1R ag counter
1	CC1CCC(C(C)C)C(OC(=O)COC(=O)c2ccc(=O)[nH]c2)C1 (configuration not stated)	-4	-11	86	-5	0.3
2	COCCNS(=O)(=O)c1cc(OC)c(Cl)cc1Cl	0	-6	99	4	.
3	O=C(NC1CCCCCC1)C(=O)NC1CC1	-17	-17	99	-2	1.1
4	CCOC(=O)[C@H]1[C@H]2COc3cc(OC)ccc3[C@@H]2N2C(=O)CN(Cc3ccc(Cl)cc3)C(=O)[C@@]12C	.	.	.	.	0.5
5	CC(C)CNS(=O)(=O)c1ccc(C(=O)Nc2ccc3c(c2)OCO3)cc1	0	13	103	6	4.2
6	COc1ccc(C2=NS(=O)(=O)N(C)C(C(=O)NCc3ccc4c(c3)OCO4)=C2)cc1OC	-2	-5	102	3	1.2
7	CC(C)n1c(=S)[nH]c2c1c(=O)[nH]c(=O)n2C	36*	-5	106	3	0.9
8	Cc1noc(C)c1S(=O)(=O)Nc1ccc(C(=O)NC2CCCCCC2)cc1	0	5	.	.	-0.1
9	CC(C)(C)CN1C(=O)C(=O)NC[C@H]1Cc1ccc(O)cc1	.	.	102	1	2.3
10	Cc1sc2ncn(CC(=O)NCC(=O)N(C)Cc3ccccc3)c(=O)c2c1C	3	-15	108	5	0.3
11	COc1cc(CCC(=O)OCC(=O)Nc2ccc(F)cc2F)cc(OC)c1OC	-1	-17	101	-1	3.2
12	Cc1oc2ccc(OC(C(=O)O)c3ccccc3)cc2c1C(=O)O (configuration not stated)	-4	-2	109	9	0.8
13	COc1cccc2c(=O)n(CC(=O)Nc3ccccc3)ccc12	7	-4	99	-11	-0.2
14	CCCSc1nnc(Cn2c(=O)sc3ccccc32)n1-c1ccccc1	17	-1	101	2	-0.2
15	C=CCn1c(-c2ccc(C)cc2)nc2ccccc21	2	2	91	-5	-1.5

cpd	GalR3 antag	OXTR potentiate	OXTR ag	NALP1 yeast inh
1	0	-17	-0.1	-10
2	-4	.	.	9
3	-8	3	0.5	6
4	-7	2	0.5	.
5	-7	-8	2.5	16
6	.	-5	1.6	13
7	-4	-2	-0.3	5
8	-1	-12	0.7	12
9	4	4	0.5	.
10	-3	7	0.6	-1
11	-8	-4	2.5	17
12	-11	-13	0.2	19
13	1	-8	-0.6	30
14	-2	-2	-1.1	12
15	-8	-2	-1.5	19

Later entries
cpd	Compound	M18AAP inhibitor	GPR7 antagonist	MEKK2 WT-MEK5	MEKK2mut PB1 HTS	V1R ag counter
16	O=c1ccc(-c2ccc(S(=O)(=O)NCC3CCN(Cc4ccccc4F)CC3)s2)n[nH]1	5	-5	130	11	1.8
17	COC(=O)c1ccccc1Sc1c(/C=N/OC(=O)c2ccccc2)c(C(F)(F)F)nn1C	0	-5	104	5	-0.1
18	CCOC(=O)CNC(=O)CSc1nnc(-c2ccco2)n1Cc1ccco1	8	-3	83	-10	-0.3
19	Cc1ccccc1Cc1c(C)nc2nc(SCC(=O)NCc3ccco3)nn2c1C	-9	-6	118	4	0.5
20	CSc1ccccc1NC(=O)c1ccco1	-1	-2	94	3	-0.3
21	COc1cc2c(cc1OC)C(c1ccc(Br)cc1)NCC2 (configuration not stated)	.	.	.	.	-0.1
22	COc1cccc(CC2(CO)CCCN(Cc3ccc(CN4CCCCC4)s3)C2)c1 (configuration not stated)	2	1	122	9	0.5
23	O=C(CN(Cc1ccccc1)S(=O)(=O)c1ccc(F)cc1)NCCC1=CCCCC1	-7	-4	97	0	1.3
24	O=C(CN1C(=O)C2CCCCC2C1=O)N1CCN(c2ncccn2)CC1 (configuration not stated)	5	-9	100	-3	0.6
25	CCCC(C(=O)O)N1C(=O)/C(=C/c2cccn2C)SC1=S (configuration not stated)	2	3	112	12	0.3
26	O=C(NCc1ccccc1)c1cccc(NS(=O)(=O)c2cccc3cccnc23)c1	-7	-1	100	-1	0.3
27	CCOc1ccc(NC(=S)N(CCOC)C(C)c2cccnc2)cc1 (configuration not stated)	-2	2	106	7	-0.3
28	COc1ccc(C(OC(=O)c2ccco2)C(=O)NCC2CCCO2)cc1 (configuration not stated)	3	-5	106	1	1.3
29	CCCCN(C(=O)C1=NN(c2ccccc2)C(=O)CC1)c1c(N)n(CCC)c(=O)[nH]c1=O	.	.	.	.	1.2
30	CCN(C(=O)CSc1nnnn1C)C1CCCCC1	.	.	.	.	1.3

cpd	GalR3 antag	OXTR potentiate	OXTR ag	NALP1 yeast inh
16	-5	-8	0.6	2
17	-2	-16	-0.6	9
18	-4	6	-0.2	4
19	-2	-5	-0.6	14
20	-5	-12	-1.9	-15
21	-1	-4	3.7	.
22	-4	-5	0.5	9
23	-1	-9	3.4	7
24	-6	-13	-0.1	7
25	-4	-7	0.3	6
26	1	-14	-0.2	28
27	0	1	-0.2	-5
28	-1	-1	0.3	-8
29	-5	1	1.2	.
30	-7	-7	-0.1	.

Remaining list, next part:
cpd	Compound	M18AAP inhibitor	GPR7 antagonist	MEKK2 WT-MEK5	MEKK2mut PB1 HTS	V1R ag counter
31	CCCCSc1nnc(-c2cc3c(C(F)(F)F)nn(C)c3s2)n1C	3	-12	103	2	-0.8
32	Cc1cccc(CCNS(=O)(=O)c2cc3c(cc2C)NC(=O)CO3)c1	3	10	96	-2	3.2
33	O=C(Nc1nc2c(F)c(F)c(F)cc2s1)c1ccco1	-4	-7	104	6	0.0
34	Cc1c(Cl)cnc(NC(=O)COC(=O)C(NC(=O)c2ccco2)C(C)C)c1Cl (configuration not stated)	-5	1	104	4	-0.6
35	O=C1CC(N2CCN(c3ccc(O)cc3)CC2)C(=O)N1c1ccc2c(c1)OCO2 (configuration not stated)	32*	4	102	-3	-0.5
36	COc1ccc(N2CC(NC(=O)NC(C)(C)C)CC2=O)cc1 (configuration not stated)	0	-8	105	11	1.8
37	O=C(COc1ccc(Cl)cc1Cl)Nc1ccc(-c2ccc(N3CCOCC3)nn2)cc1	.	.	.	.	-0.5
38	COCCNC(=O)CCc1c(C)nc2c(c(C)nn2-c2ccc(C)cc2)c1C	3	0	102	6	4.2
39	COc1ccccc1CNC(=O)CCS(=O)(=O)c1ccc2c(c1)CC(C)N2C(=O)C1CC1 (configuration not stated)	2	-4	97	-1	0.1
40	COc1cc(OC)cc(C(=O)Nc2ccc(N(C)C)c3ccccc23)c1	2	-21	99	-2	-0.7
41	O=C(c1cc([N+](=O)[O-])ccc1N1CCOCC1)N1CCN(c2ccc([N+](=O)[O-])cc2)CC1	.	.	.	.	0.2
42	Cc1ccc(Cn2nnc3c(=O)[nH]c(C4CCN(S(=O)(=O)c5ccc(F)cc5)CC4)nc32)cc1	-3	-5	.	.	0.4
43	CSc1ccccc1C(=O)NC1CCCC1	4	1	109	5	0.0
44	Cc1cc(Cl)ccc1OCC(=O)N/N=C/c1ccncc1	-6	-5	99	0	5.8
45	CCN(CC)S(=O)(=O)c1ccc(Cl)c(NC(=O)COC(=O)c2ccc(O)cc2)c1	-1	6	104	0	9.1

cpd	GalR3 antag	OXTR potentiate	OXTR ag	NALP1 yeast inh
31	-3	-13	-0.6	11
32	.	-4	5.0	15
33	-6	-10	0.6	8
34	-1	-14	-1.2	-7
35	-2	-3	0.1	15
36	0	-2	-1.1	23
37	0	-15	0.0	.
38	-9	-11	0.8	17
39	-7	-3	-1.1	15
40	-8	-3	-1.1	-4
41	-2	-6	-0.5	.
42	3	3	0.3	14
43	-6	-4	-0.5	30
44	-6	-12	1.9	0
45	-2	-12	9.2	20

Complete entries as entered above. Order of values: M18AAP inhibitor | GPR7 antagonist | MEKK2 WT-MEK5 | MEKK2mut PB1 HTS | V1R ag counter | GalR3 antag | OXTR potentiate | OXTR ag | NALP1 yeast inh
Record of CCN(CC)S(=O)(=O)c1ccc(Cl)c(NC(=O)COC(=O)c2ccc(O)cc2)c1 : -1 | 6 | 104 | 0 | 9.1 | -2 | -12 | 9.2 | 20
Record of O=C(c1cc([N+](=O)[O-])ccc1N1CCOCC1)N1CCN(c2ccc([N+](=O)[O-])cc2)CC1 : . | . | . | . | 0.2 | -2 | -6 | -0.5 | .
Record of COCCNC(=O)CCc1c(C)nc2c(c(C)nn2-c2ccc(C)cc2)c1C : 3 | 0 | 102 | 6 | 4.2 | -9 | -11 | 0.8 | 17

Going on with the list.
cpd	Compound	M18AAP inhibitor	GPR7 antagonist	MEKK2 WT-MEK5	MEKK2mut PB1 HTS	V1R ag counter
46	Cc1ccc(NC(=O)C2CCN(C(=O)OC(C)(C)C)CC2)cc1S(=O)(=O)N1CCCCC1	.	.	.	.	4.9
47	O=C(Nc1ccc(-c2csnn2)cc1)C(Cl)(Cl)Cl	7	5	97	-3	-0.4
48	O=C(CNC(=O)c1ccccc1F)NCCc1ccc(Cl)cc1Cl	2	-4	96	2	0.2
49	Cc1onc(-c2ccccc2)c1C(=O)Nc1ccc2c(c1)OCCO2	-2	8	99	1	-0.9
50	COc1ccccc1NC(=O)c1ccc(NC(=O)c2ccc(=O)[nH]c2)cc1	.	.	.	.	0.2
51	CCc1ccc(C(=O)Nc2ccc3nc(C)ccc3c2)cc1	-11	-2	107	5	1.2

cpd	GalR3 antag	OXTR potentiate	OXTR ag	NALP1 yeast inh
46	-9	-7	-1.7	.
47	-6	-6	-1.3	-1
48	-7	-4	-0.1	-25
49	-6	-2	-1.2	7
50	-2	-5	0.4	.
51	-3	0	-0.9	18
